Compound activity: PubChem, National Center for Advancing Translational Sciences (NCATS)
mIDH1 inhibitor: human IDH1 R132H inhibition | AID 602179 | IDH1-R132H enzyme, NADPH consumption, diaphorase/resazurin fluorescence | 390,000 compounds, 0.093% hits | Potency, µM (top dose mostly 76.6 µM), for the others: at the highest dose activity change, negative = inhibition, most hits filed as inhibitors | O75874; further: potency means the concentration at half of the fitted maximal effect; on the % scale 0 is the no-effect control and ±100 the full control effect; nearly all actives have a fitted effect of over 65% in size
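IDH1-R132H (0.5 ug/mL dispensed) in pH 7.5 Tris buffer was preincubated 30 min with compound, then given a substrate mix of 0.016 mM NADPH and 2 mM alpha-KG for 80 min at room temperature; remaining NADPH was read by diaphorase/resazurin fluorescence.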
GRP78 ERSR act: inducers of ER stress response in human glioma cells; Potency, µM, without a hit: at the top dose activation, most hits filed as activators; 420,000 compounds, 0.02% hits; U87-MG GRP78 promoter luciferase reporter, 16 h; further: potency means the concentration at half of the fitted maximal effect; series mostly up to about 76 µM; % of control where 0% means no effect; nearly all actives have a fitted effect of over 35% in size
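Stably transfected U87-MG human glioma cells carrying a GRP78-based luminescent sensor were seeded at 1000 cells/well, pin-dosed with compounds and incubated 16 h. Luciferase reagent was then added, and end-point luminescence was read after 10 min at room temperature.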
LDHA inh: inhibitors of human lactate dehydrogenase A. P00338. purified LDHA, NADH/diaphorase-resazurin fluorescence; stronger effect = lower value. activity change, % (values are at about 110 or 230 µM). 480,000 compounds, 0.15% hits; in the data active means activity change below about -30%; inconclusive means mostly about -25% to -30%;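 further: plate controls were DMSO wells for no effect and wells without enzyme for full effect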
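Human LDH5 at 2 nM final in Tris HCl pH 7.4 with 0.06 mM NADH and 0.2 mM pyruvate, reacted 5 minutes at room temperature. Remaining NADH coupled via diaphorase/resazurin; resorufin fluorescence read at 0 and 20 minutes, normalized to enzyme-free and DMSO wells.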
USP1 inh: inhibitors of human USP1/UAF1 deubiquitinase. O94782. recombinant USP1/UAF1, Ub-Rhodamine cleavage fluorescence. Potency, µM (titrated, usually from 57.1 µM), inactives show top-dose activity change, negative = inhibition, usual class: inhibitors. 390,000 compounds, 0.23% hits. AID 743255; further: potency means the concentration at half of the fitted maximal effect; on the % scale 0 is the no-effect control and ±100 the full control effect; nearly all actives have a fitted effect of over 60% in size; inactives centre near -12
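USP1/UAF1 complex (1 nM) preincubated 15 min at room temperature with compound, then Ub-Rho substrate (150 nM final) added. Kinetic fluorescence at 480/540 nm over 6 reads at 60 s intervals; 50 mM HEPES pH 7.8, 0.5 mM EDTA, 0.1 mg/ml BSA, 1 mM TCEP, 0.01% Tween-20.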
Vif-APOBEC3F blk: inhibitors of Vif-A3F interaction. AID 602313. Potency, µM (highest dose often 46.1 µM), without a hit: at the highest dose activity, negative = active. HeLa A3F-eYFP + Vif (tagged APOBEC3F with the HIV-1 protein that degrades it), YFP fluorescence increase. 390,000 compounds, 0.2% hits; further: potency means the concentration at half of the fitted maximal effect; % of control where 0% means no effect; nearly all actives have a fitted effect of over 65% in size
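Fluorescence increase (Ex 488/Em 500-530) after overnight compound treatment at 37 deg C flags inhibition of Vif-driven A3F-eYFP loss in stable HeLa A3F-eYFP/Vif cells seeded overnight beforehand.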
TrxR1 substrate: substrates of rat thioredoxin reductase 1. purified TrxR1 substrate turnover, NADPH consumption readout. Potency, µM (top dose mostly 114 µM), for the others: at the highest dose activity change, negative = substrate turnover. 390,000 compounds, 0.01% hits. AID 588456; further: potency means the concentration at half of the fitted maximal effect; on the % scale 0 is the no-effect control and ±100 the full control effect; nearly all actives have a fitted effect of over 50% in size
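Rat TrxR1, dispensed at 90 nM, was prereduced with 400 uM NADPH (final) for 5 min at ~22 deg C, then incubated with compound 15 min before 400 uM selenite. A first-read NADPH fluorescence drop versus no-compound background flagged substrates.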
RXFP1 agonist: agonists of human relaxin receptor RXFP1 | Q9HBX9 | HEK293T-RXFP1 cAMP TR-FRET, 30 min; response scale: percent of porcine relaxin response, buffer zero | Potency, µM (titrated, usually from 57.5 µM), inactives show top-dose activation, actives largely listed as activators | 370,000 compounds, 0.3% hits | AID 2676; further: potency means the concentration at half of the fitted maximal effect; on the % scale 0 is the no-effect control and ±100 the full control effect; nearly all actives have a fitted effect of over 60% in size; many of its hits are not listed in these tables
Target sequence (Q9HBX9 whole entry, looked up): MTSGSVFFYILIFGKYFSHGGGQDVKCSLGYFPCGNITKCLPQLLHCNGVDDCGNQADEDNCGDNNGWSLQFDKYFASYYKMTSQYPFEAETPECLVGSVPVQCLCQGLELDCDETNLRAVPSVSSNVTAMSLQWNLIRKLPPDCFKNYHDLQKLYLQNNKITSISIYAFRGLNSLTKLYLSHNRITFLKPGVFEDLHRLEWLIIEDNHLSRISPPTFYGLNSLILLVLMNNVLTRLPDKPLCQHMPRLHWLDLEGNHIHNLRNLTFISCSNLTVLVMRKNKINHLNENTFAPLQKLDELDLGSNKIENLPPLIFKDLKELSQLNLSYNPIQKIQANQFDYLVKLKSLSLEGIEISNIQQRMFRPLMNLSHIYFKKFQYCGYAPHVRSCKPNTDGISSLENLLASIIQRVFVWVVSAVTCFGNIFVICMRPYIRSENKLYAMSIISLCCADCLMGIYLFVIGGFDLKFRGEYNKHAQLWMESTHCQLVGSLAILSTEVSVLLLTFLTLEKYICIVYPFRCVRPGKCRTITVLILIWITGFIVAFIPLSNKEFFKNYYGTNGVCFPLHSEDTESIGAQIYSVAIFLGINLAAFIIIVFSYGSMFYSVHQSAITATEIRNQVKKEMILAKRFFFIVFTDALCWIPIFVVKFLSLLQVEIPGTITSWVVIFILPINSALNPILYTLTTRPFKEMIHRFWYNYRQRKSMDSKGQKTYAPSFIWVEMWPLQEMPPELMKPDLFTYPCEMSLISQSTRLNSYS
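cAMP rise read by TR-FRET after 30 min, 37C compound exposure (up to 58 uM) in RXFP1-transfected HEK293 cells with Ro 20174 present. EC50 from Hill-equation fits, with 29 nM porcine relaxin as 100% and buffer as basal.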
PI4K2A block: PI4K2A (human) kinase inhibition | purified PI4K2A, ADP-Glo luminescence, 1 h; stronger effect = lower value | activity change, negative = inhibition, % at 76.9 µM | 420,000 compounds, 0.13% hits | AID 1346378; in the data active means activity change below about -50%; inconclusive means mostly about -30% to -49%;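 further: -100% = wells without enzyme as full effect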
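In this quantitative HTS, ADP production by PI4K2A was quantified luminescently after 1 h at ambient temperature; 100 microM adenosine served as plate-quality control.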
Vif-APOBEC3G blk: blocks the Vif interaction with human APOBEC3G; HeLa A3G-eYFP + Vif (tagged APOBEC3G with the HIV-1 protein that degrades it), YFP fluorescence, overnight; Potency, µM (titrated, usually from 46.1 µM), for inactives: at the top dose activity, negative = active, actives largely listed as inhibitors; 410,000 compounds, 0.076% hits;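 further: potency means the concentration at half of the fitted maximal effect; on the % scale 0 is the no-effect control and ±100 the full control effect; nearly all actives have a fitted effect of over 60% in size; hits raise eYFP signal because A3G escapes Vif-driven loss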
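HeLa cells stably expressing Vif and C-terminally eYFP-tagged A3G, seeded overnight at 37 deg C, then exposed to compound by pintool overnight at 37 deg C. Rise in yellow fluorescence (Ex 488/Em 500-530, Acumen) marks blocked Vif-driven A3G degradation.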
* = called active by the depositor; [ ] = remark or other dose. Unless noted, the call rests on the fitted dose curve; in most records, active means well fitted curve in the direction sought with a large enough effect; inconclusive means small, poorly fitted or top-dose-only effect, or another doubt; inactive means no such curve, though single readings can be large; an effect the other way counts as inactive or inconclusive. Only part of the results is shown; the hit share may differ from the screen's.

Screening CCCn1cc(S(=O)(=O)c2ccc(C)c(C)c2)c(=O)c2cc(F)c(N3CCC(C)CC3)cc21 returned mIDH1 inhibitor 3%, GRP78 ERSR act -3%, LDHA inh -7, USP1 inh inconclusive, Vif-APOBEC3F blk 1%, TrxR1 substrate -5%, RXFP1 agonist -3.1%, PI4K2A block -3 and Vif-APOBEC3G blk -1%.
For C/C(=N\Nc1ccc(Cl)cc1)c1ccccn1 the results were mIDH1 inhibitor 14%, GRP78 ERSR act 4%, LDHA inh 0, USP1 inh -14%, Vif-APOBEC3F blk -3%, TrxR1 substrate -4%, RXFP1 agonist -0.6%, PI4K2A block -5 and Vif-APOBEC3G blk -17%.
Cn1cnnc1SCC(C)(C)NS(=O)(=O)c1ccc(Cl)cc1 was read as mIDH1 inhibitor 5%, GRP78 ERSR act -5%, LDHA inh 2, USP1 inh -7%, Vif-APOBEC3F blk -8%, TrxR1 substrate -15%[57.1 µM], RXFP1 agonist -1.0%, PI4K2A block 4 and Vif-APOBEC3G blk 2%.
`Brc1nc(-c2ccccc2)nc(-c2ccccc2)c1Br` gave mIDH1 inhibitor -8%, GRP78 ERSR act -3%, LDHA inh -6, USP1 inh -11%, Vif-APOBEC3F blk -3%, TrxR1 substrate -10%, PI4K2A block -5 and Vif-APOBEC3G blk 4%.
`CN(C)S(=O)(=O)c1ccc(Cl)c(C(=O)NC2=NCCS2)c1` gave mIDH1 inhibitor -18%, GRP78 ERSR act -2%, LDHA inh -2, USP1 inh -18%, Vif-APOBEC3F blk -4%, TrxR1 substrate -9%, RXFP1 agonist -2.4%, PI4K2A block 6 and Vif-APOBEC3G blk 1%.
For Cc1cc(F)ccc1-c1cc(C(=O)NCc2ccc(C(F)(F)F)cc2)[nH]n1 the results were GRP78 ERSR act 16%, LDHA inh -7, PI4K2A block -2 and Vif-APOBEC3G blk -7%.
For COc1ccccc1/C=C/C1(C(=O)NC2CCCC2)CC(=O)N1c1ccc(F)cc1 (stereo not drawn) the results were mIDH1 inhibitor -7%, GRP78 ERSR act -17%, LDHA inh 2, USP1 inh -8%, Vif-APOBEC3F blk -4%, TrxR1 substrate -10%, RXFP1 agonist 0.9%, PI4K2A block 4 and Vif-APOBEC3G blk inconclusive.
`O=C(Cn1c(=O)oc2ccccc21)NCc1cccc(Cl)c1` gave mIDH1 inhibitor -7%, GRP78 ERSR act -3%, LDHA inh -7, USP1 inh -14%, Vif-APOBEC3F blk -1%, TrxR1 substrate 3%, RXFP1 agonist 0.5%, PI4K2A block -2 and Vif-APOBEC3G blk 12%.
For OCCN1CCN(c2ncnc3c2ncn3[C@H]2CN(Cc3ccc(-c4ccccc4)cc3)C[C@@H](CO)O2)CC1 the results were GRP78 ERSR act -3%, LDHA inh -2, PI4K2A block -2 and Vif-APOBEC3G blk -6%.
CN(c1ccccc1)S(=O)(=O)c1cccc(NC(=O)COC(=O)C2CCCCC2)c1 was read as mIDH1 inhibitor 5%, GRP78 ERSR act -1%, LDHA inh 2, USP1 inh -16%, Vif-APOBEC3F blk -9%, TrxR1 substrate 3%, RXFP1 agonist 2.4%, PI4K2A block -6 and Vif-APOBEC3G blk -1%.

Retrieved one by one from the list above:
Cn1cnnc1SCC(C)(C)NS(=O)(=O)c1ccc(Cl)cc1 was read as mIDH1 inhibitor 5%, GRP78 ERSR act -5%, LDHA inh 2, USP1 inh -7%, Vif-APOBEC3F blk -8%, TrxR1 substrate -15%[57.1 µM], RXFP1 agonist -1.0%, PI4K2A block 4 and Vif-APOBEC3G blk 2%.
`CN(C)S(=O)(=O)c1ccc(Cl)c(C(=O)NC2=NCCS2)c1` gave mIDH1 inhibitor -18%, GRP78 ERSR act -2%, LDHA inh -2, USP1 inh -18%, Vif-APOBEC3F blk -4%, TrxR1 substrate -9%, RXFP1 agonist -2.4%, PI4K2A block 6 and Vif-APOBEC3G blk 1%.
`O=C(Cn1c(=O)oc2ccccc21)NCc1cccc(Cl)c1` gave mIDH1 inhibitor -7%, GRP78 ERSR act -3%, LDHA inh -7, USP1 inh -14%, Vif-APOBEC3F blk -1%, TrxR1 substrate 3%, RXFP1 agonist 0.5%, PI4K2A block -2 and Vif-APOBEC3G blk 12%.
`Brc1nc(-c2ccccc2)nc(-c2ccccc2)c1Br` gave mIDH1 inhibitor -8%, GRP78 ERSR act -3%, LDHA inh -6, USP1 inh -11%, Vif-APOBEC3F blk -3%, TrxR1 substrate -10%, PI4K2A block -5 and Vif-APOBEC3G blk 4%.
For OCCN1CCN(c2ncnc3c2ncn3[C@H]2CN(Cc3ccc(-c4ccccc4)cc3)C[C@@H](CO)O2)CC1 the results were GRP78 ERSR act -3%, LDHA inh -2, PI4K2A block -2 and Vif-APOBEC3G blk -6%.
